697 NFkB inh: inhibitors of the PMA/ionomycin-induced NF-kB reporter in 697 B cells; inhibition, % at 4 µM; 697 B-cell NF-kB luciferase reporter, 16 h; AID 435022; 0.33% of 330,000 active; in the data active means inhibition above about 35%
TIM10 inh: growth inhibitors of TIM10 yeast strain. S. cerevisiae TIM10 strain growth, BacTiter-Glo luminescence, 24 h. inhibition, % at 10 µM. 1.4% of 330,000 active;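 active means inhibition of 40% or more at the single tested concentration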;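 further: wild-type TIM10 isogenic control strain grown at permissive 25 °C; 0% = DMSO yeast wells and 100% = minimal medium wells without yeast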
XBP1 UPR activ: adaptive UPR (XBP1) activation | CHO-XBP1 luciferase reporter, IRE1-XBP1 UPR activation, luminescence; percent of tunicamycin response, DMSO as zero | activation, % at 20 µM | 0.33% of 330,000 active | AID 463104;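 active means versus positive control, 20 µM dose yields 30% or more activation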;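 further: 100% = tunicamycin at 10 µg/mL and 0% = DMSO only wells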
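Test system: CHO-XBP1 luciferase reporter cells | Buffer or medium: Serum-containing F12 medium, 10% FBS | Schedule: 6 h compound exposure at 37 °C, 5% CO2 | Detection: Steady-Glo luciferase glow luminescence, 10 min after reagent addition | Read-out basis: Activation, % of tunicamycin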
tim10-1 inh: tim10-1 yeast growth inhibition | 2.2% of 330,000 active | inhibition, % at 20 µM | S. cerevisiae tim10-1 ts strain growth, BacTiter-Glo, 24 h;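 active means inhibition of at least 40%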;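 further: mutant grown at 25 °C; 0% = DMSO wells with yeast and 100% = wells holding no yeast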
Jurkat NFkB inh: lowers PMA/ionomycin-induced NF-kB signal in Jurkat cells | AID 435003 | inhibition, % at 4 µM | 0.53% of 330,000 active | PMA/ionomycin-induced NF-kB luciferase reporter, luminescence; in the data active means inhibition above about 50%
Mdm2-MdmX inh: inhibitors of human Mdm2/MdmX interaction. O15151+Q00987. SaOS-2 split-luciferase Mdm2/MdmX complementation, luminescence. 3% of 330,000 active. AID 485346. inhibition, % at 8 µM;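 active means inhibition of at least 50% at 8 µM in the primary screen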
Target sequence (O15151 whole entry, looked up): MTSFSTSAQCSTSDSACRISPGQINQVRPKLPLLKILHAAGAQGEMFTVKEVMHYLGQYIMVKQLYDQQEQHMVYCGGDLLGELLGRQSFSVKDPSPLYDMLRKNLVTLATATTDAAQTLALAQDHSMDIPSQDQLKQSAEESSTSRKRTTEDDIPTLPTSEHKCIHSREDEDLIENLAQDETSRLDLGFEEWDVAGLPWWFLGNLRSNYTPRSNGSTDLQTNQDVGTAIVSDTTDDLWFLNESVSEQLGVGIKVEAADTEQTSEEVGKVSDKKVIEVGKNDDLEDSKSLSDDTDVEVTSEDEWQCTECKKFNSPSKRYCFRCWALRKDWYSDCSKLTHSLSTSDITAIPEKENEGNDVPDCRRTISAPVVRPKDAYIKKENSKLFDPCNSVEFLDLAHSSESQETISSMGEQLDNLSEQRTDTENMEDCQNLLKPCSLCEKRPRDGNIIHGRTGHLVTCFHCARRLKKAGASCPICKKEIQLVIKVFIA
Target sequence (Q00987 whole entry, looked up): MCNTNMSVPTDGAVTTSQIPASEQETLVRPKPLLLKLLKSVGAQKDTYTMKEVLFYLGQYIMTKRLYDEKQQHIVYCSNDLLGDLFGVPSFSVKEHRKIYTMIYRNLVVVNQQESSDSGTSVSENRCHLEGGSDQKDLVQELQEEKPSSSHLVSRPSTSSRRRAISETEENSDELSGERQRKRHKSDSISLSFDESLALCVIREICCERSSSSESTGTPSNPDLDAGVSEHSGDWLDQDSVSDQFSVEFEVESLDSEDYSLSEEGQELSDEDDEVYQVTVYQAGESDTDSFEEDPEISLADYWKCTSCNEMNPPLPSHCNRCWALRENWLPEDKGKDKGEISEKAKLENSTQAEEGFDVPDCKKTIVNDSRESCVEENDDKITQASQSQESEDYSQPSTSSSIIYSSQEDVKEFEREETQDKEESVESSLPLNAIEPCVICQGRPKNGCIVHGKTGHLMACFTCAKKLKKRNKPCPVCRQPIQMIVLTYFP
UPR CHOP act: activators of apoptotic arm of unfolded protein response (CHOP) | 0.34% of 330,000 active | activation, % at 10 µM | CHO-CHOP luciferase reporter, UPR activation, luminescence; percent of tunicamycin response over DMSO baseline | AID 449763;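 active means at 10 µM dose, activation of 40% or more, normalized to positive control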;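 further: 100% = tunicamycin at 10 µg/mL and 0% = DMSO alone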
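System: CHO-CHOP luciferase reporter cell line; amount: 500 cells/well; buffer or medium: F12 medium containing 10% fetal bovine serum; incubation: 6 h compound exposure at 37 °C after overnight seeding; measured by: luciferase luminescence after 10 min with Steady-Glo reagent; evaluation: % reporter activation, DMSO baseline versus tunicamycin full activation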
tim23-1 inh: tim23-1 yeast growth inhibition; S. cerevisiae tim23-1 growth, BacTiter-Glo luminescence, 24 h; inhibition, % at 20 µM; 1.3% of 330,000 active;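 active means growth inhibition of the mutant yeast at or above 50%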;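 further: temperature-sensitive mutant grown at 25 °C; plate controls were DMSO-treated mutant yeast for no effect and medium wells lacking yeast for full effect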
An asterisk follows results filed as active; · = no result given.

SMILES	XBP1 UPR activ	Mdm2-MdmX inh	Jurkat NFkB inh	tim23-1 inh	697 NFkB inh	tim10-1 inh	TIM10 inh	UPR CHOP act
COc1ccc(C(=O)C[n+]2cccc(C)c2)cc1	-2	18	1	8	-16	7	-13	1.2
CCOC(=O)C1CCN(C(=O)C2(NC(=O)Nc3ccc(F)cc3F)CCCCC2)CC1	-5	10	20	-8	-4	1	-3	1.4
Cc1ccc(-n2c(SCC(=O)N3CCCC3)nc3c(c2=O)SCC3)cc1	-2	3	-1	26	16	30	1	-0.4
CS(=O)(=O)NNC(=O)Cn1nnc(-c2cc(C(F)(F)F)cc(C(F)(F)F)c2)n1	0	7	-10	-2	-5	-1	13	1.4
Cc1ccc(-c2cc(C(F)(F)F)nn2-c2ccc(S(N)(=O)=O)cc2)cc1	-7	32	-14	36	-17	26	14	-0.2
Cc1cccc2cc(C#N)c(N3CCOCC3)nc12	-1	10	-11	15	-19	12	-8	0.0
CCOC(=O)c1cc2nc(Nc3ccc(OC)cc3)sc2s1	-3	23	-26	19	-24	7	8	4.3
Cc1ccc(CNC(=O)C2CC3Cn4c(nc5cc(Cl)c(Cl)cc54)C3N2C)o1 (centres undefined)	1	-24	-1	8	17	7	-2	-0.2
CN(C)C(=O)COc1ccc2ccc(=O)oc2c1	1	5	-2	15	8	1	9	0.5
COC(=O)c1ccc(NC(=O)CCS(=O)(=O)c2ccc(Br)cc2)cc1	1	4	-7	4	-24	17	20	-1.0
Cn1c2ccccc2c(=O)c2c(=O)n(-c3ccc(F)cc3)c(-c3cccs3)nc21	10	18	-7	4	-10	-19	-36	-0.6
CC(C)NC(=O)c1ccc(N(Cc2ccc(Cl)cc2)S(C)(=O)=O)cc1	-1	2	-7	6	-8	-12	1	-0.3
O=C(N/N=C\c1cccc(Cl)c1)c1n[nH]c2c1CCCC2	5	-104	-152	9	-192	13	28	4.6
COc1ccccc1C(=O)NCC(=O)OCC(=O)Nc1nnc(-c2ccccc2)o1	1	2	7	8	3	5	3	1.6
N#CC(c1ccccn1)c1ncc(C(F)(F)F)cc1Cl (centres undefined)	-3	16	-9	10	25	-1	-5	-2.0
Cc1nc2ccccc2nc1N1CCC(C)CC1	2	-24	-13	13	-35	29	-1	0.9
Brc1ccc(-c2nnc3n2-c2ccccc2CC3)cc1	2	18	-4	25	1	3	-17	0.1
CCN(CC)C(=O)Cn1cc(C(=O)C(=O)N(C)C2CCN(C)CC2)c2ccccc21	-2	4	5	-8	8	-4	4	-0.2
O=C(NCc1cccc(Cl)c1)c1ccco1	-3	-6	5	-8	17	-1	-21	0.7
COc1ccc(C(=O)c2ccc(N(C)C)cc2)c2ccccc12	15	40	33	-15	-30	-2	-2	-0.7
COc1ccc(CCn2c(SCC(=O)Nc3cc(C)on3)nc3ccsc3c2=O)cc1OC	7	15	-9	-54	15	17	-16	3.0
C=CCn1c(COc2ccccc2F)nnc1SCC(=O)NC(=O)NCc1ccco1	0	-18	18	5	-24	-9	9	-1.3
COc1ccc(N2C(N)=C(C#N)C(c3ccsc3)C3=C2CCCC3=O)c(OC)c1 (centres undefined)	-3	12	10	15	4	20	-1	-1.5
Cc1ccc(NC(=S)N2CCOCC2)cc1	-2	14	1	-6	11	8	6	0.2
CCN(CC)CCCNC(=O)c1cn(C)c2ccc(S(=O)(=O)N(C)C)cc2c1=O	2	29	1	12	3	6	6	-0.7
O=C(c1[nH]ncc1[N+](=O)[O-])N1CCOCC1	-4	12	-5	0	17	3	14	0.3
CCCCOCCOCCOCCCC	0	-1	4	14	13	15	7	0.2
CCC(C)C(=O)Nc1ncc2c(n1)CC(c1cccs1)CC2=O (centres undefined)	2	16	-8	15	-11	27	8	-0.9
CS/C(N)=N/C(=S)Nc1cccc(Cl)c1	1	1	-6	26	-27	11	30	7.0
COc1ccc(C2CC(c3ccccc3)=NN2C(=O)CSc2nnnn2-c2cccc(C)c2)cc1 (centres undefined)	-3	28	7	-5	25	19	5	0.1
CCOCCCN1CN(Cc2ccco2)CNC1=S	-3	8	-10	18	14	-14	-3	0.5
CN1C(=O)NC2C1N(S(C)(=O)=O)CCN2S(C)(=O)=O (centres undefined)	-3	4	-4	-4	15	0	-4	0.9
COCCCNC(=O)c1ccc(CS(=O)(=O)c2ccccc2C)o1	-3	6	9	-2	6	-1	-1	-0.9
O=C(Nc1ccccc1C(=O)NC1CC1)c1ccccc1F	0	32	16	9	6	2	11	-3.3
Cc1nc2scc(C)n2c(=O)c1S(=O)(=O)Nc1ccc(OC(F)(F)F)cc1	0	5	-3	60*	-37	10	7	-0.3
N#Cc1ccc(C(=O)Nc2cc(-c3ccc(F)cc3)nn2-c2ccccc2)cc1	1	28	-4	11	11	-3	-5	1.1
O=[N+]([O-])c1cccc(S(=O)(=O)Nc2ccc(S(=O)(=O)Nc3nccs3)cc2)c1	-3	9	-7	9	12	-6	-2	1.2
COc1ccc(C)cc1S(=O)(=O)N(C)CC(=O)N1CCC(C(N)=O)CC1	-3	17	8	7	-3	1	2	-2.0
CCN1C(=O)c2cccc3c(S(=O)(=O)NCC4CCCO4)ccc1c23 (centres undefined)	-3	46	1	14	37*	6	-11	-0.2
O=C(COC(=O)Cc1ccccc1F)Nc1ccccc1[N+](=O)[O-]	0	18	1	33	19	10	-3	3.4
CCOC(=O)Cc1csc(SCn2nnc3ccccc3c2=O)n1	0	6	-5	5	-10	11	-12	-0.9
O=C(CNC(=O)c1ccco1)OCC(=O)c1ccc([N+](=O)[O-])cc1	-2	25	7	17	14	7	-10	0.5
CCOC(=O)C1(Cc2ccccc2Cl)CCN(C(=O)CN2CCOC2=O)CC1	0	-24	-53	-2	-93	8	9	5.5
CC(C)N1C(=O)C(=O)N(CC(=O)N2c3ccccc3NC(=O)CC2C)C1=O (centres undefined)	-2	11	4	-3	-7	-4	9	2.0
CCN(CC)C(=O)Oc1nnc(SC(C)C)n1-c1ccc(Cl)cc1	0	24	-13	36	26	22	25	-0.2

Gathered by group: the entries above with bromine
SMILES	XBP1 UPR activ	Mdm2-MdmX inh	Jurkat NFkB inh	tim23-1 inh	697 NFkB inh	tim10-1 inh	TIM10 inh	UPR CHOP act
COC(=O)c1ccc(NC(=O)CCS(=O)(=O)c2ccc(Br)cc2)cc1	1	4	-7	4	-24	17	20	-1.0
Brc1ccc(-c2nnc3n2-c2ccccc2CC3)cc1	2	18	-4	25	1	3	-17	0.1

More entries.
SMILES	XBP1 UPR activ	Mdm2-MdmX inh	Jurkat NFkB inh	tim23-1 inh	697 NFkB inh	tim10-1 inh	TIM10 inh	UPR CHOP act
CCc1nnc(NC(=O)c2ccc(-c3ccc(Cl)cc3)o2)s1	0	65*	1	4	-45	5	3	6.0
Cn1cc(CN2CCN(Cc3ccccc3)CC2)c(-c2cccc(Cl)c2)n1	-1	7	8	15	14	7	7	0.9
O=S(=O)(C/C(=C/CO)S(=O)(=O)c1ccccc1)c1ccccc1	-6	89*	72*	26	-74	44*	18	-9.2
O=C(Nc1ccncc1)c1cc(-c2ccccn2)nc2ccc(Br)cc12	-3	14	1	-6	10	15	-5	-0.9
O=C(Nc1cc(Cl)ccc1-n1cncn1)c1cncc(Br)c1	0	25	9	-11	17	-13	-7	-0.4
COc1ccc(CCNC(=O)COC(=O)c2cc(Cl)nc(Cl)c2)cc1	-2	13	1	12	9	8	6	1.0
Cc1cccc(NC(=O)CCS(=O)(=O)c2cc3c(cc2Cl)NC(=O)CO3)c1	-6	11	7	2	17	0	-11	-0.7
O=C(CCc1ccccc1)NCCc1cccs1	1	11	-2	16	8	0	3	2.8
Cc1ccc(-n2c(C)cc(C=C(C#N)C#N)c2C)cc1	4	-15	-1	13	-42	34	11	6.9
CNS(=O)(=O)c1cccc(C(=O)NNC(=O)CN(C)S(=O)(=O)c2ccc(Cl)cc2)c1	-1	1	5	9	10	-8	-11	1.0
COC(=O)c1nc(NC(=O)c2ccccc2Cl)n[nH]1	-1	17	6	-6	4	12	8	-0.5
CCOc1ccc(-n2c(Cc3cc(=O)[nH]c(=O)[nH]3)nnc2SCC(=O)OC)cc1	-3	4	-6	12	-4	12	2	-0.5
Cc1cccnc1NC(=O)c1ccc(OCc2c(C)noc2C)cc1	-3	-3	-9	-6	-10	-12	24	3.1
Cc1nn(CC(=O)NC(C)CCc2ccccc2)c(=O)c2nn(-c3ccccc3)c(C)c12 (centres undefined)	-1	5	3	1	-15	-8	-4	1.3
C[C@@H]1COC(=O)[C@@H](CC(=O)OC(C)(C)C)C/C=C\C[C@@H](CC(=O)N(CCO)Cc2ccccc2)C(=O)N1	1	-26	-4	19	-18	-1	14	0.8
CC(C)COC(=O)/C(C#N)=C/c1c[nH]c2ccccc12	6	-41	-13	18	-45	39	32	3.7
CCc1cccc(NC(=O)Nc2cccs2)c1	-4	-49	-39	6	-28	-10	5	0.0
CCCCCCSc1ccc(-c2nc3cnccn3c2NCCCC)cc1	1	26	7	18	6	3	11	-0.6
Cc1ccc(C(=O)N2CCCc3ccccc32)c(F)c1F	-1	9	-1	15	-19	17	-4	1.9
C=CCN1C(=O)c2ccc(C(=O)N(CC(C)C)c3c(N)n(CCCC)c(=O)[nH]c3=O)cc2C1=O	-2	-13	-5	-7	23	0	2	0.1
CCOCCc1nnc(NC(=O)CS(=O)(=O)c2ccc(C)cc2)s1	0	13	8	3	2	-12	12	0.0
Cn1c(CCN2CCN(c3ccccn3)CC2)nc2cc(NS(=O)(=O)c3ccc(Cl)cc3)ccc21	-9	7	4	14	17	6	3	0.4
O=C(Nc1ccc(N2CCCC2)cc1)c1cccc(Cl)c1Cl	-2	9	-44	18	-111	12	0	6.6
Cc1cccc(N/N=C/c2ccncc2)c1	-2	-30	-37	-1	-32	-48	-30	8.2
C(=N\N1CCN(C2c3ccccc3-c3ccccc32)CC1)/c1ccccn1	0	32	2	54*	0	24	36	-1.1
CC(=O)Nc1ccc(NC(=O)CCOc2cc(C)ccc2C)cc1	3	-37	-8	23	-4	17	-6	-0.1
CCOc1ccc(NC(=O)N(c2ccccc2)c2ccccc2)cc1	-6	10	1	30	-9	3	-8	-0.2
CCN(CC)C(=O)[C@H]1C[C@H](CC(=O)NCCCn2ccnc2)C(=O)N2CCc3c([nH]c4ccc(Cl)cc34)[C@]12C	1	-11	·	33	12	16	-2	1.3
Cc1ccc(OCC(=O)NC2CC(C)(C)NC(C)(C)C2)cc1C	-1	-12	-10	2	13	-1	10	0.1
C=CCNc1oc(-c2cccc(Cl)c2)nc1C#N	17	23	9	7	-26	14	7	-0.4
CC(=O)N1CCN(C(=O)c2ccc(C)c(S(=O)(=O)N3CCCCC3)c2)CC1	0	-26	4	10	-8	-1	0	0.6
COc1ccc(-c2c(C(F)(F)F)nn(C)c2NC(=O)c2ccco2)cc1	5	10	11	-2	12	12	6	0.5
O=C(O)c1cc(S(=O)(=O)N2CCOCC2)ccc1N1CCOCC1	0	6	8	4	-2	-1	0	0.2

Compound profiles, from the list above. Order of screens: XBP1 UPR activ	Mdm2-MdmX inh	Jurkat NFkB inh	tim23-1 inh	697 NFkB inh	tim10-1 inh	TIM10 inh	UPR CHOP act
Cc1cccc(N/N=C/c2ccncc2)c1 is entered as -2	-30	-37	-1	-32	-48	-30	8.2
CCCCCCSc1ccc(-c2nc3cnccn3c2NCCCC)cc1 is entered as 1	26	7	18	6	3	11	-0.6
C=CCN1C(=O)c2ccc(C(=O)N(CC(C)C)c3c(N)n(CCCC)c(=O)[nH]c3=O)cc2C1=O is entered as -2	-13	-5	-7	23	0	2	0.1

Assay outcomes (PubChem)
